EWS-Fli block: inhibitors of EWS/Fli oncoprotein transcriptional activity; 0.67% of 350,000 active; A673 NR0B1-luciferase reporter, viability-normalised; inhibition, % at 12.6 µM; AID 651661;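 active means mean inhibition of at least 50% after viability correction, with every replicate also passing that limit; inconclusive means mean reaches 50% but only one of two replicates passes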;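 further: firefly luciferase signal divided by Alamar Blue viability fluorescence both relative to DMSO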
PAX8 inh HTS: inhibitors of PAX8 transcriptional activity in RMG-I cells. 1.2% of 360,000 active. inhibition, % at 12.6 µM. AID 652154. RMG-I TPO-luciferase reporter, SteadyGlo, 24 h;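 active means mean replicate inhibition at least 60% with every replicate also reaching 60%; inconclusive means only one of the two criteria is met; inactive means mean below 60% and not all replicates reaching 60%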;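 further: luciferase light reporting Pax8 driven TPO promoter activity; plate controls were median of neutral control wells for no effect and mitoxantrone controls for full effect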
Cneo AK release: causes C. neoformans cell lysis | lysis activity, % at 15 µM | adenylate kinase release luminescence, 4 h; normalised: neutral wells 0, clomiphene wells 100 | 0.2% of 360,000 active;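 active means mean lysis activity across replicates of at least 80%, whatever share of replicates individually reach that level; inactive means mean lysis activity below 80%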
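Test system: log-phase Cryptococcus neoformans yeast cells. Input: 5 × 10^6 yeast cells/mL. Medium: fresh YPD growth medium. Doses: single dose. Incubation: static 4 h at 37 °C with compound, 1 h detection. Measured by: luminescent adenylate kinase detection reagent. Read-out: signal increase indicating cell lysis. Benchmarks: Clomiphene.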
LGR2 inh: inhibitors of bursicon-induced Drosophila LGR2 receptor cAMP signaling. HEK293 LGR2, CRE-luciferase, bursicon-stimulated, 4 h. AID 720647. inhibition, % at 9.99 µM. 0.35% of 380,000 active;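 active means drop in luminescence signal, shown as inhibition above about 50% in the replicate tests, limit read from the data, passing the limit was not always enough; inconclusive means probably only some replicates passing the limit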;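 further: agonist challenge used bursicon conditioned medium at about half maximal strength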
Casp6 inh: inhibitors of human caspase-6. P55212. purified caspase-6, Z-VEID-R110 cleavage fluorescence. inhibition, % at 12.5 µM. 0.53% of 350,000 active. AID 686996;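 active means mean inhibition across replicates at least about 35%, with every replicate also reaching that limit, limit read from the data; inconclusive means only one of the two criteria met; inactive means neither criterion met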;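 further: 0% = median of neutral control wells and 100% = no fluorescence left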
Target sequence (P55212 24-179 limits assumed): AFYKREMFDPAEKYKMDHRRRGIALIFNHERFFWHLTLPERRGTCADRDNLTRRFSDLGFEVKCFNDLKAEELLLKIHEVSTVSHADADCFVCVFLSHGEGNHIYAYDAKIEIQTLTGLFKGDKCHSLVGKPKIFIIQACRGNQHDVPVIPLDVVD
Target sequence (P55212 194-293 limits assumed): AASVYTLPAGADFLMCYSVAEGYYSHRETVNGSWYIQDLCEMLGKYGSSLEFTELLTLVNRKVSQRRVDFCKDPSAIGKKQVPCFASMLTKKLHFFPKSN
PGC1a acetyl inh: PGC1a acetylation modulation, inhibitor mode; U2OS PGC1a acetylation, AlphaScreen anti-acetyl-lysine; with virally co-expressed GCN5 acetyltransferase; inhibition, % at 15.6 µM; 0.17% of 350,000 active;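 active means every replicate shows inhibition of at least 40%; inconclusive means mean inhibition at least 40% but some replicate below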;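 further: 0% = neutral control wells and 100% = positive control wells; some results beyond the cut were filed as inactive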
FN deposit inh: fibronectin deposition inhibition; inhibition, % at 12.6 µM; 0.086% of 350,000 active; AH1F fibroblasts, Alexa488-fibronectin deposition fluorescence, overnight; AID 743247;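 active means mean inhibition across replicates of 30% or more, regardless of how many single replicates reach that level; inconclusive means mean under 30% yet at least half of replicates reach 30%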;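 further: positive control wells lacked labelled fibronectin entirely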
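Material: AH1F fibroblasts assembling fluorescent fibronectin matrix; amount: 10000 AH1F cells/well; medium: DMEM, 2% serum; reagent: Alexa488-fibronectin, 24 nM final in well; dosing: single compound dose, delivered by pin transfer; incubation: 1 h adhesion, overnight exposure; detection: fluorescence after three HBSS washes, excitation 485 nm, emission 525 nm; measure: fibronectin deposition inhibition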
miR-122 sensor: miR-122 inhibition in Huh7 cells; Huh7 miR-122 Renilla luciferase sensor, 48 h; neutral wells = 0, positive control = 100; activation (reporter increase), % at 12.5 µM; 0.3% of 340,000 active;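 active means mean replicate activation score at least 90 and every replicate individually at or above 90; inconclusive means only one of the two criteria met; inactive means neither criterion met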;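 further: higher luciferase means less miR-122 activity so hits act as miR-122 inhibitors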
* = called active by the depositor; ? = inconclusive; . = no result given; & = joins results of further samples; [ ] = remark or other dose.

SMILES	EWS-Fli block	PAX8 inh HTS	Cneo AK release	LGR2 inh	Casp6 inh	PGC1a acetyl inh	FN deposit inh	miR-122 sensor
C[C@H]1CN([C@@H](C)CO)C(=O)CCCn2nncc2CO[C@@H]1CN(C)C(=O)Nc1ccc2c(c1)OCO2	2&-1	46&21	2&50	-14&-3	0&0	?	-20&1	2
CCS(=O)(=O)Nc1ccc2c(c1)C(=O)N(C)C[C@@H](OC)[C@H](C)CN(C(=O)CN(C)C)[C@H](C)CO2	-5	.	-1	19	0	-15	17	3[16.7 µM]
COC(=O)Cc1c(C(=O)OC)nnn1-c1ccc(OC(F)(F)F)cc1	-4	10	1	5	-1	2	7	5
COc1ccc(C(=O)NCC(=O)N2CCC(C)CC2)cc1OC	.	-3	1	.	.	1	-1	-3
CC(C)(C)OC(=O)NCCCCCc1nnc(SCc2cccc(F)c2)o1	12	27	.	0	2	-11	-7	.
COc1ccccc1N1CCN(C(=O)CSc2ncccc2-c2nc3ccccc3[nH]2)CC1	.	.	8	13	.	4	2	-5
COc1cc(/C=C/C(=O)OCC(=O)NC2CC2)cc(OC)c1OC	6	-4	-3	-1	5	5	-12	6
C[C@@H]1CN([C@H](C)CO)C(=O)CCCn2cc(nn2)CO[C@H]1CN(C)CC1CCCC1	-1	10	-1	3	-1	-12	-1	25[16.7 µM]
O=C(Cc1cccs1)N/N=C/C=C\c1ccccc1[N+](=O)[O-]	-108	-50	.	-45	-1	-1	.	-1
O=C(NC(=S)Nc1ccc(S(=O)(=O)Nc2nccs2)cc1)c1ccc(F)cc1	13	39	.	-1	-1	.	-4	.
CC(=O)Oc1ccc(C(=O)Nc2ccccc2C(=O)N2CCCC2)cc1	-1	-13	0	-19	-4	-1	-6	-3
O=C(Nc1ccc2c(c1)[C@H]1C[C@H](CC(=O)N3CCCCC3)O[C@H](CO)[C@H]1O2)C1CCC1	-1	2	-1	10	-1	-1	-16	-3[16.7 µM]
CC(=O)N(C)C[C@@H]1Oc2cc(C3=CCCC3)ccc2S(=O)(=O)N([C@@H](C)CO)C[C@H]1C	-5	.	18	-6	2	-7	8	-7[16.7 µM]
O=C(O)c1ccc2c(c1)C(=O)N(N1C(=O)c3ccccc3C1=O)C2=O	.	26	6	11	.	-3	-1	1
COc1ccc(-c2cc(C(=O)N(C)CC(=O)Nc3ccccc3Cl)c3ccccc3n2)cc1OC	0	40	-5	-21	5	3	19	1
c1ccc(CNc2ccc(CNc3ncn[nH]3)cc2)cc1	.	.	-1	.	.	4	13	-2
Cc1nc2nc(C)c(NS(=O)(=O)c3cccs3)c(=O)n2[nH]1	-11	12	3	-6	1	.	-12	.
CN(C)CCNC(=O)c1cccc(NS(=O)(=O)c2ccc(Cl)c(Cl)c2)c1	4	-2	-1	19	-2	-4	.	3
Nc1nc(-c2ccc(-c3ccccc3)cc2)cs1	-13	-158	.	-72	0	-10	-2	-10
CN(Cc1nc2ccccc2c(=O)[nH]1)c1ccccc1	.	5	-1	-43	.	-1	.	-2
O=S(=O)(Cc1ccccc1)N1CCCCN2[C@@H](CO)[C@@H](c3ccc(-c4ccc(F)cc4)cc3)[C@@H]2C1	6	45	56	-1	1	-19	.	-16[16.7 µM]
O=C(Nc1cc2c3c(c1)CC(=O)N3CCC2)c1c(F)cccc1F	-9	-9	.	-4	0	.	2	.
COc1cc(C(O)P(=O)(OCCC(C)C)c2ccc(N(C)C)cc2)cc(OC)c1OC (configuration not stated)	4	8	-12	-5	1	14	2	.
CC(NC(=O)CCC(=O)c1ccccc1)c1ccc(F)cc1 (configuration not stated)	-2	.	-1	-10	1	4	-1	-2
Cc1ccc(C(=O)C(OC(=O)CNS(=O)(=O)c2ccccc2)c2ccccc2)cc1 (configuration not stated)	.	0	5	.	.	4	-1	20
Cc1ccc(S(=O)(=O)N(C)C[C@@H]2Oc3ccc(NC(=O)Cc4cn(C)c5ccccc45)cc3C(=O)N([C@H](C)CO)C[C@@H]2C)cc1	-6	-18	-1	-15	1	-1	.	-4[16.7 µM]
CCn1cc(C(=O)NCc2ccco2)c2cc(OC)c(OC)cc2c1=O	.	-7	-3	.	.	5	4	-7
CN1C(=O)c2cc(NC(=O)c3ccccc3F)ccc2OC[C@H]2O[C@@H](CC(=O)NCc3ccc4c(c3)OCO4)CC[C@H]21	-1	0	53	-2	-1	6	7	8[16.7 µM]
CC1(C(=O)NCc2ccc(Cl)cc2)CCN1C(=O)Cc1cccs1 (configuration not stated)	-11	7	0	13	1	.	8	6
O=c1cc(N2CCCCC2)[nH]c(=O)n1C1CCCCC1	-25	-2	-1	-3	-1	16	-3	-4
CC(=O)Nc1ccc(NC(=O)C2CC(=O)Nc3ncnn32)cc1 (configuration not stated)	-6	-6	0	-1	1	8	-2	-2
Cn1c(N)c(N=O)c(=O)n(C)c1=O	-2	-10	-2	8	2	15	7	7
CN(C)Cc1cn(CC[C@@H]2CC[C@@H](NC(=O)Nc3ccccc3F)[C@H](CO)O2)nn1	-6	-4	0	-12	4	5	-5	.
CC(C)CC#Cc1ccc2c(c1)O[C@@H](CN(C)C(=O)C1CCCCC1)[C@H](C)CN([C@@H](C)CO)S2(=O)=O	15	.	1	20	1	2	3	7[16.7 µM]
COCCNc1nc(Nc2ccc(C#N)cc2)c2sccc2n1	8	18	-2	-27	0	-6	.	-6
COc1ccc(CCC(=O)Nc2ccc3c(c2)OCO3)cc1	-28	-5	-2	-4	4	1	-4	-3
CCCNC(=O)N(C)C[C@H]1Oc2ncc(C#Cc3ccccc3F)cc2C(=O)N([C@H](C)CO)C[C@@H]1C	-5	.	-1	-3	1	5	5	5[16.7 µM]
CO[C@H]1CN(C)C(=O)c2ccc(NS(=O)(=O)c3ccc(Oc4ccccc4)cc3)cc2OC[C@@H](C)NC[C@@H]1C	12	.	-2	0	3	-4	-5	.
O=C(NCCCO)C(=O)NCc1ccccn1	-5	1	1	7	-2	1	6	1
Cc1nc(NCCc2ccc(F)cc2)c(C#N)c(C)c1[N+](=O)[O-]	5	12	.	.	3	.	-1	.
COc1ccc(C(CNC(=O)c2ccc(S(=O)(=O)Nc3cccc(C)c3C)cc2)N2CCOCC2)cc1 (configuration not stated)	15	11	-1	-2	-179	-2	.	5
O=C(CC1CC1)N1CC2(C1)[C@@H](c1ccccc1)[C@@H](CO)N2C(=O)c1cnccn1	11	-13	.	-10	2	1	.	.
O=C(Nc1ccc(F)cc1)c1cccc(N2C(=O)C3C4C=CC(C4)C3C2=O)c1 (configuration not stated)	-12	-2	-2	-11	1	11	-3	-6
CCN1C(=O)C2(SC(NC(C)=O)=NN2C(C)=O)c2cc(C)cc(C)c21 (configuration not stated)	-3	27	6	-24	2	16	7	-6
CCN(CC)CCCNC(=S)N(Cc1cccs1)Cc1cc2cc3c(cc2[nH]c1=O)OCCO3	-2	1	2	20	-1	-1	2	-5
Cc1c(C(=O)NCc2ccc(C(F)(F)F)cc2)sc(=O)n1Cc1ccc(S(=O)(=O)N(C)C)cc1	19	31	-1	13	-3	0	16	-6
Cc1ccccc1C(=O)NNC(=O)Cc1cccc2ccccc12	9	.	-4	23	-1	-16	.	-2
O=S(=O)(Nc1ccc2c(c1)OCCO2)c1cccc2cccnc12	.	.	-4	12	.	-8	6	49
COc1ccc([Si](C)(C)[C@@H]2[C@@H](CCO)O[C@]3(C(=O)N(Cc4cccc(N5CCOC5=O)c4)c4ccccc43)[C@H]2C)cc1	42	102*	-1	.	-2	.	.	.
O=C1[C@H](c2ccccc2)[C@@H](c2ccccc2)N1c1ccncc1	6	5	-3	-22	2	-6	-3	2
O=C1NC(=O)C(Cc2ccc(Cl)cc2)(c2ccccc2)N1 (configuration not stated)	-8	9	-2	1	1	2	1	.
COc1ccc(C(=O)N2CCC2(C)C(=O)NC(C)C)c(OC)c1 (configuration not stated)	-5	.	-1	10	3	-1	5	4
CC(=O)c1c(C)[nH]c(C(=O)CSc2ncnc3sc(-c4ccccc4)cc23)c1C	12	10	.	.	-1	.	-2	.
O=C(NCC(c1ccco1)N1CCCC1)c1cn(-c2ccccc2)nc1-c1ccc(F)cc1 (configuration not stated)	6	5	5	0	3	-7	-10	-1
C[C@@H]1CN([C@@H](C)CO)C(=O)Cc2cc(NC(=O)Nc3ccc(C(F)(F)F)cc3)ccc2O[C@@H]1CN(C)C(=O)NC1CCCCC1	59*	25	-1	10	-2	-7	.	7[16.7 µM]
CC(NS(=O)(=O)/C=C/c1ccccc1)c1ccccc1 (configuration not stated)	0	-16	2	10	1	4	2	9
Cc1cc(C)c2c(N)c(C(=O)Nc3ccccc3Cl)sc2n1	-87	-58	0	-44	1	-9	-2	0
COc1ccc(OC)c2c(=O)cc(C(=O)O)[nH]c12	7	8	1	-1	3	2	-2	1
Cn1c(SCC(=O)N/N=C/c2ccco2)nc2ccccc21	-18	8	1	-2	0	2	-2	-7
C[C@@H]1CN([C@@H](C)CO)C(=O)c2cc(C3=CCCCC3)cnc2O[C@H]1CN(C)CC1CCOCC1	-13	18	19	4	0	-1	.	18[16.7 µM]
The list goes on.
SMILES	EWS-Fli block	PAX8 inh HTS	Cneo AK release	LGR2 inh	Casp6 inh	PGC1a acetyl inh	FN deposit inh	miR-122 sensor
Cc1ccc(F)cc1NC(=O)/C=C/c1ccc(S(=O)(=O)N2CCOCC2)cc1	8	-3	-1	-1	1	-4	4	13
Cc1c(CCC(=O)O)c(=O)oc2cc3occ(-c4ccc(F)cc4)c3cc12	.	-32	.	.	.	3	-3	-8
Nc1[nH]c(C(=O)c2ccccc2)c(-c2ccccc2Cl)c1C(=O)c1ccccc1	8	-9	.	7	0	.	-11	.
CCCc1cc(N2CCC(C(N)=O)CC2)nc(-c2ccccc2)n1	-8	6	.	-10	-2	.	-2	.
C[C@@H]1CCCCO[C@H](CN(C)C(=O)c2ccncc2)[C@@H](C)CN([C@@H](C)CO)C(=O)c2cc(N(C)C)ccc2O1	-1	-24	.	9	.	-5	.	-3[16.7 µM]
Cc1noc(C)c1NC(=O)Nc1ccc2c(c1)C(=O)N([C@@H](C)CO)C[C@@H](C)[C@H](CN(C)C(=O)Nc1cccc3ccccc13)O2	-6	.	-1	7	-1	-10	9	2[16.7 µM]
COc1cccc(NC(=O)Cn2c(=O)oc3cc(S(=O)(=O)N4CCCC4)ccc32)c1	5	17	-3	0	-2	6	-4	-6
O=C(CSc1nnc(NC2CCCCC2)s1)N1CCOCC1	-31	-69	1	-9	-1	-8	2	11
CC(C)CNS(=O)(=O)c1ccc(OCC(=O)NCC2CCCO2)c(Cl)c1 (configuration not stated)	.	.	-3	5	.	-8	.	73
COc1ccc(C2C(C(=O)OC3CCCCC3)=C(C)Nc3nnnn32)c(OC)c1OC (configuration not stated)	-8	29	.	10	3	.	5	.
COC(=O)c1nc(NC2=NCCCCC2)n[nH]1	.	18	-1	.	.	-3	3	-4
Cc1ccc(NC(=S)N2CCC(NC(=O)c3ccccc3)CC2)cc1	1	-28	-1	6	-2	.	4	1

Record cards (already shown). Screens in order: EWS-Fli block | PAX8 inh HTS | Cneo AK release | LGR2 inh | Casp6 inh | PGC1a acetyl inh | FN deposit inh | miR-122 sensor
Shown for O=C(CSc1nnc(NC2CCCCC2)s1)N1CCOCC1 → -31 | -69 | 1 | -9 | -1 | -8 | 2 | 11
Shown for COc1cccc(NC(=O)Cn2c(=O)oc3cc(S(=O)(=O)N4CCCC4)ccc32)c1 → 5 | 17 | -3 | 0 | -2 | 6 | -4 | -6

High-throughput results (PubChem)
